MC4R antag cAMP: antagonists of human melanocortin 4 receptor (MC4R). P32245. MC4R-expressing cells, MTII-stimulated cAMP, LANCE TR-FRET. inhibition, % at 6.5 µM. 360,000 tested, 0.48% active. AID 540295;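 active = inhibition above its plate's cutoff, the mean of tested wells on that plate plus 3 SD, cut at about 29% in these data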;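 also: 0% = Melanotan II alone and 100% = Melanotan II plus saturating MCL0020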
Target sequence (P32245 whole entry, looked up): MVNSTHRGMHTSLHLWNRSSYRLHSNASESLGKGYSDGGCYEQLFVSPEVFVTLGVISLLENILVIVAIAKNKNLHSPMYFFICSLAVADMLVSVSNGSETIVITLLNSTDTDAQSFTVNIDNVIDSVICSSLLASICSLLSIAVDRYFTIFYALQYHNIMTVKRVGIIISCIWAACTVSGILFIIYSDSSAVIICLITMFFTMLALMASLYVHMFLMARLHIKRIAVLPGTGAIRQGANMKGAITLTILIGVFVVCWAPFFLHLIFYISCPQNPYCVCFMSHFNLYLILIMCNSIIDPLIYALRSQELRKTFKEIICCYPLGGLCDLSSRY
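System: U2OS cells stably expressing human melanocortin 4 receptor (MC4R). Reagent: Melanotan II challenge after compound preincubation. Doses: 6.5 µM. Times: 30-min compound, 1-h challenge, 1-h detection, room temperature. Measured by: TR-FRET with Eu-cAMP and labeled anti-cAMP, 671 nm. Replicates: singlicate.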
N-glyco inh: N-linked glycosylation inhibition | D54 ERlucT glycosylation luciferase reporter, 24 h; percent of 100 nM tunicamycin response | reporter increase, % at 12.5 µM | 360,000 tested, 0.23% active | AID 588692;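 active = mean luciferase reporter signal, scaled so untreated is 0 and the glycosylation-blocking control 100, at or above a set limit in every replicate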;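 also: luciferase carries N-glycosylation sites so blocking glycosylation raises the light; 0% = median of neutral control wells and 100% = median of 100 nM tunicamycin wells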
CaV13 FRET inh: Disruptors of the CACNA1D IQ motif to Ca2+-dependent inactivation inhibitor domain association, primary screening, Förster resonance energy transfer in intact living …; HEK cells, CFP/YFP FRET ICDI-IQ, plate reader, 10 min; percent FRET-ratio fall versus neutral wells; inhibition, % at 12.3 µM; 340,000 tested, 0.098% active; AID 743397;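 active = mean replicate inhibition of at least 30% and at least 1% of replicates passing that level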;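 also: 0% = median of the neutral control wells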
PDI turbidity: PDI (human) enzyme inhibition. P07237. 350,000 tested, 0.052% active. PDI insulin aggregation turbidity, A650, 90 min. inhibition, % at 10 µM;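 active = mean inhibition across replicates of 30% or more, whatever share of single replicates reach that level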;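 also: absorbance from insulin aggregation driven by PDI reduction with DTT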
ABHD5 PLIN5 PPI: inhibitors of human ABHD5-perilipin-5 interaction; 360,000 tested, 0.78% active; AID 602281; Split G. princeps luciferase complementation, luminescence, 4 h; inhibition, % at 4 µM;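 active = inhibition above the mean inhibition across every tested compound plus 3 SD, cut at about 22% in these data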;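 also: 0% = DMSO only wells and the 100% control is not disclosed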
ABCB6 inh MLPCN: inhibitors of human ABC transporter ABCB6; fluorescence ratio to DMSO, % at 10 µM; K562-ABCB6 porphyrin accumulation, flow cytometry, 1 h; stronger effect = lower value; 360,000 tested, 0.19% active; AID 602162; Q9NP58;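 active = fluorescence ratio to DMSO below 75%, the collection mean minus 3 SD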;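 also: signal is porphyrin accumulated inside mitochondria; 100% equals median channel fluorescence of DMSO control wells; lower ratio means ABCB6 inhibition with less porphyrin fluorescence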
Exocytosis inh: blocks lytic granule exocytosis; 360,000 tested, 0.66% active; inhibition, % at 10 µM; AID 651702; TALL-104 LAMP-1 surface exposure, flow cytometry; cells stimulated with thapsigargin and PMA;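 active = inhibition above about 55%, limit read from the data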
m5-HT2A agonist: agonists of mouse serotonin 5-HT2A receptor (HTR2A). CHO-K1 mHTR2A beta-arrestin complementation, luminescence; percent of 30 µM serotonin response. 360,000 tested, 0.66% active. AID 624169. activation, % at 7.6 µM. P35363;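 active = activation above a run cutoff, the mean activation of all tested compounds plus 3 SD, cut at about 14% in these data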;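 also: 0% = plate median of compound wells and 100% = 30 µM serotonin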
Target sequence (P35363 whole entry, looked up): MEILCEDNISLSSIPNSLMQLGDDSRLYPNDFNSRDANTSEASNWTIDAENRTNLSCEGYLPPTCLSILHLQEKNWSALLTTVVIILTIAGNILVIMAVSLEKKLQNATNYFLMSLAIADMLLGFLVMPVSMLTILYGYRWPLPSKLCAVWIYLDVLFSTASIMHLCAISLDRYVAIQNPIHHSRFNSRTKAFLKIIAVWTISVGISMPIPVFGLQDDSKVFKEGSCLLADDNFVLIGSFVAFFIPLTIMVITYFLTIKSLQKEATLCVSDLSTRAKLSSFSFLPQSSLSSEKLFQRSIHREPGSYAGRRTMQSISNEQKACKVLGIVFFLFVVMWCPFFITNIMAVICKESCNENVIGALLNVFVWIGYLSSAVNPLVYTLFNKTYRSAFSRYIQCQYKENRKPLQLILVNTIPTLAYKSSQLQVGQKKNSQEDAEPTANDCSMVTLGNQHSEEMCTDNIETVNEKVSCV
MC4R barr agon: activates human MC4R beta-arrestin recruitment; P32245; U2OS MC4R beta-arrestin complementation, luminescence; percent of melanotan II response, DMSO zero; activation, % at 8.9 µM; 360,000 tested, 0.98% active; AID 540308;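 active = activation above a per-plate cutoff, the mean activation of sample wells on that plate plus 3 SD, cut at about 8% in these data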
H9c2 protect: myocardial damage modulation in H9c2 cells; H9c2 cardiomyocytes, H2O2 injury protection, ATPLite, 2 h; protection from H2O2 cell death, % at 20 µM; 360,000 tested, 0.63% active; AID 588492;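 active = compounds giving at least 50% protection of heart cells from peroxide-induced death in the single-dose screen, raw or plate-pattern-corrected value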;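 also: 0% = DMSO wells with peroxide and 100% = DMSO wells without peroxide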
The depositor's hits bear a star; nt = not tested or not shown.

cpd	smiles	MC4R antag cAMP	N-glyco inh	CaV13 FRET inh	PDI turbidity	ABHD5 PLIN5 PPI	ABCB6 inh MLPCN	Exocytosis inh	m5-HT2A agonist	MC4R barr agon	H9c2 protect
1	CCOc1ccccc1NC(=S)NCc1cccn1C	6	1	-2	5	-1	98	-1	6	-0.2	-5
2	COc1ccc(C2Nc3ccccc3C(=O)N2NS(=O)(=O)c2ccc(C)cc2)cc1OC (configuration not stated)	3	0	-2	-4	-12	85	2	8	-0.6	5
3	CNc1ncnc(Sc2ccc(Cl)cc2)c1[N+](=O)[O-]	0	18	-16	7	10	98	8	6	-2.3	-6
4	COc1ccccc1N1CCN(c2ccc3c(c2)S(=O)(=O)c2cccc(C(=O)NCc4ccc(F)cc4)c2C3=O)CC1	14	-2	-5	8	1	98	-1	1	1.0	7
5	CCCCC(=O)NC(c1ccccc1Cl)c1c(O)ccc2ccccc12 (configuration not stated)	7	-3	-3	-9	2	99	-2	0	1.5	-14
6	CCOC(=O)c1ccc2c(c1)nc(-c1ccccn1)n2CC	21	-5	-7	-1	-2	96	1	-5	-1.0	-19
7	Cc1cccc(NC(=O)CCc2ccccc2)c1	14	1	0	2	-3	97	0	-2	-0.4	9
8	OC1c2c(F)cccc2N=C2CCCCN21 (configuration not stated)	12	1	-9	8	3	96	11	-1	-0.7	7
9	Cc1cc(Nc2nc3ccccc3nc2Cl)n(-c2ccccc2C)n1	1	-2	-8	6	-4	95	-1	2	-1.5	-2
10	Cc1cc(C)n2c(SCC(=O)N(C)C3CCCCC3)nnc2n1	12	-1	0	1	0	97	4	-1	-0.2	1
11	CCOc1ccc(-c2noc(-c3ccncc3)n2)cc1OCC	1	3	-5	-4	1	101	-3	4	-0.2	22
12	Cc1c(CCC(=O)N2CCC[C@H]2C(=O)O)c(=O)oc2c(C)c3oc4c(c3cc12)CCCC4	8	1	nt	nt	-1	93	6	-2	-0.4	-5
13	COc1ccc(CCN2C(=O)N[C@@H](CCC(=O)O)C2=O)cc1	14	1	-2	-2	2	101	4	-5	0.3	12
14	CCc1nnc(NC(=O)CCC(=O)NCc2ccccc2Cl)s1	5	5	-3	-1	-4	100	-3	0	-0.9	7
15	CCOC(=O)c1nnn(-c2nonc2N)c1CN(C)C1CCCCC1	14	-1	nt	-6	-1	89	0	-5	3.0	-12
16	COc1ccc(NC(=O)N2CCCC(c3nc(-c4ccc(C(C)C)cc4)no3)C2)cc1 (configuration not stated)	22	-19	-4	-5	0	95	-2	0	1.3	-13
17	CC(C)COc1cccc(-c2cc(C(=O)N/N=C/c3ccncc3)c3ccccc3n2)c1	17	-13	-3	4	0	98	28	0	9.6*	2
18	COc1ccc(NC(=O)Cn2nc(Cc3cccnc3)c3ccccc3c2=O)c(OC)c1	1	-1	-6	1	2	98	-4	-6	-2.3	5
19	CC(C)CCn1c(Cl)nc2c1c(=O)n(C)c(=O)n2C	2	1	-4	2	-10	103	-2	-2	-0.6	3
20	C[C@H](O)[C@@H]1CN2CCc3c([nH]c4ccccc34)[C@@H]2C[C@@H]1N(C)C(=O)Nc1ccccc1	2	-2	-7	-2	5	92	-2	-5	-0.8	-6
21	O=C(CSc1ccccc1)N1CCN(c2ccccn2)CC1	16	-1	-15	-3	-5	98	-3	2	-0.3	4
22	Fc1ccccc1CNc1nc(-c2cccnc2)nc2ccccc12	16	0	-2	9	11	101	81*	-14	0.9	-13
23	CCOC(=O)Nc1c(C)n(C)n(-c2ccccc2)c1=O	19	1	-3	0	-2	94	3	8	0.7	4
24	Cc1csc(=O)n1CC(=O)OCC(=O)NCc1ccccc1	3	-1	-6	-4	11	104	3	2	1.8	-2
25	Cc1cc(C)n(Cc2cc(C(=O)O)c3ccccc3n2)n1	4	4	-7	-10	1	97	13	1	-1.0	0
26	O=C(COC(=O)COc1ccccc1[N+](=O)[O-])NC1CCCCC1	9	2	-7	-4	4	99	1	1	-2.1	7
27	CCOc1ccccc1C1C(C#N)=C(N)Oc2n[nH]c(CC)c21 (configuration not stated)	-12	-1	-11	0	7	96	0	7	-2.0	3
28	COc1ccc(S(=O)(=O)N(C)CC(=O)Nc2cccc(C(C)=O)c2)cc1	-1	-2	-7	-1	-5	105	4	0	-1.4	-2
29	CCN(CC)Cc1c(C(=O)N/N=C/c2c(Cl)cccc2Cl)nnn1-c1nonc1N	15	-1	-7	-6	1	99	10	-2	0.1	6
30	Cc1ccc(N=Nc2c(=O)[nH]n3c(=O)cc(C)[nH]c23)cc1	-19	0	nt	-5	-1	118	-6	0	-3.7	-10
31	CC(C)C(OC(=O)c1ccco1)C(=O)NCc1ccccc1 (configuration not stated)	2	3	-4	-3	2	100	-2	2	1.1	1
32	COc1ccc(N2CCN(C(=O)CCNS(=O)(=O)c3cccs3)CC2)cc1	7	-1	nt	-6	-5	98	6	-4	-1.7	-2
33	CC(C)N(C(=S)Nc1cccc(C(F)(F)F)c1)C(C)c1ccccn1 (configuration not stated)	7	2	0	-7	-3	96	-2	6	-1.4	-13
34	Cc1ccc(CNC(=O)CN2C(=O)NC3(CCCC3)C2=O)cc1	-4	1	-6	-2	15	101	1	4	0.6	9
35	COc1ccc(CCN2C(=O)CSCC2(C)C(=O)Nc2ccc3c(c2)OCCO3)cc1OC (configuration not stated)	nt	nt	-2	nt	-13	nt	-8	2	nt	nt
36	O=C(CNC(=O)Cc1ccccc1)NCC(=O)OCc1ccccc1	2	2	-6	-4	3	104	4	0	-1.3	-4
37	CSCc1ccc(C(=O)NCc2ccc(C)cc2)cc1	11	0	-6	4	-7	97	4	-4	-1.4	1
38	CN(C)CCOC1c2ccccc2CCc2ccc3ccccc3c21 (configuration not stated)	7	-3	-5	8	1	97	28	-2	-0.4	4
39	NC(=S)Nc1cccc2cn[nH]c12	5	1	-6	5	-6	100	0	1	-1.5	2
40	O=C(Nc1nnc(C2CC2)s1)c1cncc(Br)c1	-3	-2	-6	-10	3	88	0	-2	-3.5	2
41	Cc1cc(C)c(S(=O)(=O)NCc2ccc3c(c2)OCO3)cc1C	-1	0	12	0	-8	95	-1	1	-0.7	2
42	O=C(Nc1ccccc1C(=O)O)c1cc(S(=O)(=O)N2CCCCCC2)ccc1Cl	6	-1	-7	-5	2	98	-15	8	0.5	2
43	CCOc1cc(/C=C2\NC(=S)N(C)C2=O)ccc1OCc1ccc(C(=O)O)cc1	-2	0	-5	-11	0	96	-2	1	-0.3	5
44	COc1ccc(C(=O)NCC2(c3ccccc3)CCOCC2)cc1[N+](=O)[O-]	-5	-1	-5	-9	-3	95	0	4	-1.9	2
45	Cc1ccc(S(=O)(=O)N2CCCC2C(=O)NCCc2ccccc2)cc1 (configuration not stated)	20	-1	-6	1	-4	95	0	-2	-0.2	7
46	Cc1cccc(N(C(=O)c2nsc(Cl)c2Cl)C(C(=O)NC2CCCC2)c2ccc(O)cc2)c1 (configuration not stated)	3	-4	-2	-6	-4	98	3	-1	-1.0	11
47	O=C(COC(=O)c1n[nH]c2ccccc12)Nc1ccccc1F	-2	0	-3	5	7	98	5	8	-1.5	-2
48	COc1ccc(CCNC(=O)C2CCN(S(=O)(=O)c3ccc(NC(C)=O)cc3)CC2)cc1OC	2	0	-20	4	0	99	30	1	-1.8	2
49	CCOc1ccc(C(=O)c2cccs2)cc1	-4	8	-4	-6	6	114	2	4	-1.1	-13
50	Cc1ccccc1C1CC(c2ccc(Br)cc2)Nc2nc(N)nn21 (configuration not stated)	11	1	-7	nt	-2	98	-2	-1	1.0	2
51	COc1ccc(NC(=O)CSc2nnc(Cn3cnc4ccccc43)n2C)cc1	6	0	nt	-10	1	101	0	-3	-0.8	-2
52	COC(=O)c1cc2c([nH]c1=O)CCCC2=O	4	4	-5	-3	2	97	-4	-5	-1.9	27
53	OC[C@@H]1CN(Cc2ccc(Cl)cc2)C[C@H](n2cnc3c(Nc4ccccc4)ncnc32)O1	8	5	-5	1	1	102	-2	-2	2.0	20
54	O=C(CN(C(=O)Cn1nnc(-c2ccc(F)cc2)n1)c1cccc(F)c1)NC1CCCC1	1	0	-17	5	-1	88	-5	2	1.0	-1
55	COc1ccc(CNC(=O)C2CCN(c3cc(C(=O)Nc4cccc(OC)c4)ccn3)CC2)cc1	12	-3	-5	-5	1	96	1	4	-4.2	4
56	Cc1ccc(S(=O)(=O)NC2CC(C)(C)N(O)C(C)(C)C2)cc1	5	1	-6	9	-6	108	-8	3	0.1	0
57	CC(C)CC(NC(=O)c1ccc(Cl)cc1)C(=O)O (configuration not stated)	3	0	-4	0	6	100	-8	4	-2.1	-3
58	Cc1c[n+](CC(=O)c2ccccc2)cs1	-6	1	-2	-3	-5	98	-9	-4	0.8	2

Single records, as listed above. Values in the order: MC4R antag cAMP | N-glyco inh | CaV13 FRET inh | PDI turbidity | ABHD5 PLIN5 PPI | ABCB6 inh MLPCN | Exocytosis inh | m5-HT2A agonist | MC4R barr agon | H9c2 protect
Record of Cc1ccccc1C1CC(c2ccc(Br)cc2)Nc2nc(N)nn21 (configuration not stated) = 11 | 1 | -7 | nt | -2 | 98 | -2 | -1 | 1.0 | 2
Record of Cc1ccc(CNC(=O)CN2C(=O)NC3(CCCC3)C2=O)cc1 = -4 | 1 | -6 | -2 | 15 | 101 | 1 | 4 | 0.6 | 9

High-throughput results deposited in PubChem by several laboratories.
